RORg inh – qHTS for inhibitors of ROR gamma transcriptional activity; Nuclear receptor ROR-gamma (Mus musculus), P51450; Drosophila S2 Gal4-RORgamma UAS-luciferase reporter, 20 h; Potency, µM (titrated, usually from 53.6 µM), for inactives: at the highest dose activity change, negative = inhibition, most hits filed as inhibitors; 310,000 compounds, 5.4% hits; also: % is scaled to controls: 0 for no effect and ±100 for the full control effect; nearly all actives have a fitted effect of over 60% in size
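Compounds are pin-transferred onto Drosophila Schneider cells expressing a copper-inducible Gal4–ROR gamma transactivation domain fusion. After 1 hr, copper sulfate is added to 700 uM final; luciferase is read 20 hr later.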
uPA generation – qHTS for Inhibitors of Cell Surface uPA Generation | cell surface uPA generation assay, qHTS | 330,000 compounds, 0.31% hits | Potency, µM (titrated, usually from 38.3 µM), for the others: top-dose activity change, negative = inhibition, most hits filed as inhibitors; active = well fitted inhibition curve with a large enough effect; inconclusive = small, poorly fitted or top-dose-only effect; inactive = no such curve, though single readings can be large or run the other way; tested in mouse RAW 264.7 cells; also: % is scaled to controls: 0 for no effect and ±100 for the full control effect; nearly all actives have a fitted effect of over 55% in size
Gal4-VP16 FLuc – VP16 counterscreen qHTS for inhibitors of ROR gamma transcriptional activity. Drosophila S2 Gal4-VP16 UAS-luciferase, luminescence, 20 h. AID 2546, 2010. Potency, µM (top dose mostly 53.6 µM), for inactives: top-dose activity, negative = inhibition, hits mostly inhibitors. 310,000 compounds, 3.5% hits;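 also: Gal4-VP16 expression switched on by copper sulfate through the metallothionein promoter; % is scaled to controls: 0 for no effect and ±100 for the full control effect; nearly all actives have a fitted effect of over 50% in size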
NPC1 promoter act – qHTS Assay for NPC1 Promoter Activators; Huh7 NPC1 promoter luciferase reporter, 24 h; Potency, µM (titrated, usually from 9.22 µM), for inactives: at the top dose activation, actives largely listed as activators; 320,000 compounds, 2.4% hits;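 also: % of control where 0% means no effect; nearly all actives have a fitted effect of over 60% in size; reporter is driven by a mutant NPC1 promoter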
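Huh7 reporter cells (NPC1 promoter driving luciferase) are dosed with compound for 24 h at 37 °C, 5% CO2; luciferase detection reagent is then added and luminescence measured after 10 min at ambient temperature.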
FLuc counter – qHTS profiling assay for firefly luciferase inhibitor/activator using purifed enzyme and Km concentrations of substrates (counterscreen for miR-21 project) | Luciferin 4-monooxygenase (Photinus pyralis), P08659 | purified FLuc, Km substrates, luminescence inhibition | Potency, µM (series often up to 57.5 µM), inactives show at the highest dose activity change, negative = inhibition, usual class: inhibitors | 360,000 compounds, 6.9% hits;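 also: plate controls were vehicle for no effect and reference inhibitor for full effect; nearly all actives have a fitted effect of over 55% in size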
Target sequence (P08659 whole entry, looked up): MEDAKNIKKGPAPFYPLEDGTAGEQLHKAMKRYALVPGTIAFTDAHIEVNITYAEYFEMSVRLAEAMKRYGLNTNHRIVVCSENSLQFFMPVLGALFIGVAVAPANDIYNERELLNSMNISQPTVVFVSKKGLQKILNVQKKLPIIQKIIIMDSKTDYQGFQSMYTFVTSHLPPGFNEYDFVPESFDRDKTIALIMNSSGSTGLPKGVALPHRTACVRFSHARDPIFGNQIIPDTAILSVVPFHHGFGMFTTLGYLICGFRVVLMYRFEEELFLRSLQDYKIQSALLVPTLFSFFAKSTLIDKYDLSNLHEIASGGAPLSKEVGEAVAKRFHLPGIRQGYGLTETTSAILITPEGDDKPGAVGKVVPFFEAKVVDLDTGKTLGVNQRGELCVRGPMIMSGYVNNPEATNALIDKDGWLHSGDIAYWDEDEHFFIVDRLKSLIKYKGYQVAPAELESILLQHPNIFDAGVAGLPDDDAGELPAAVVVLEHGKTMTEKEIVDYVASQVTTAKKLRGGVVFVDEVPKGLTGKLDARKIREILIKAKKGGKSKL
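Purified P. pyralis luciferase (10nM final) with 10uM D-luciferin and 10uM ATP (Km levels) in 50mM Tris acetate pH 7.5, 10mM Mg acetate, 0.01% Tween-20, 0.05% BSA; qHTS 6-point titration, ~60 µM downward; luminescence read.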
Rab9 prom act – qHTS Assay for Rab9 Promoter Activators; Huh7 Rab9 promoter-luciferase reporter, luminescence, 24 h; 320,000 compounds, 2.8% hits; Potency, µM (doses to about 9.22 µM), inactives show top-dose activation, negative = inhibition, usual class: activators; AID 485297, 2010; also: % of control where 0% means no effect; nearly all actives have a fitted effect of over 60% in size
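Huh7 reporter line, Rab9 promoter upstream of luciferase. Compound exposure 24 h at 37 °C in reduced-serum medium with 10% FBS. Read-out: luminescence.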
BRCA1 expr up – qHTS Assay to Identify Small Molecule Activators of BRCA1 Expression; 380,000 compounds, 1.1% hits; Potency, µM (top dose mostly 46.1 µM), for the others: at the top dose activation, hits mostly activators; MCF7-BRCA1-FFLuc reporter, luminescence, 48 h; response scale: scaled: vehicle 0%, 10 µM genistein 100%; also: nearly all actives have a fitted effect of over 80% in size; some results filed as inactive show a strong effect at the top dose
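First, MCF7-BRCA1-FFLuc cells (2000/well) attach for 2 h; next, compounds are pin-added and incubated 48 h at 37 °C; finally, luciferase reagent is added and luminescence read after 15 min.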
p53 reactivation – qHTS assay for re-activators of p53 using a Luc reporter; H1299 p53-A138V BP100-luciferase reporter, luminescence, 24 h; Potency, µM (titrated, usually from 92.2 µM), inactives show at the highest dose activity change, positive = activation, hits mostly activators; 320,000 compounds, 0.063% hits; AID 504706, 2011; also: % of control where 0% means no effect; nearly all actives have a fitted effect of over 45% in size
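H1299 (p53-null), stable ts p53-A138V + BP100-Luc; 1000 cells/well, Opti-MEM/10% FBS; cpd 4 pt, 1:5; 24 h, 37 deg C, 5% CO2; detection reagent 10 min RT; luminescence.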
MBNL1 CUG block – qHTS Assay for Inhibitors of MBNL1-poly(CUG) RNA binding; TR-FRET MBNL1-His/biotin-(CUG)12 binding, 665/545 ratio; Potency, µM (top dose mostly 57.5 µM), inactives show at the top dose activity change, negative = inhibition, usual class: inhibitors; 280,000 compounds, 0.036% hits; active = well fitted inhibition curve with a large enough effect in the signal ratio, with a control signal flat, not every such curve was filed as active; inconclusive = small, poorly fitted or top-dose-only effect, or effect the other way, or a change in a side signal; inactive = no such curve, though single readings can be large or run the other way; the % refers to the signal ratio; also: % is scaled to controls: 0 for no effect and ±100 for the full control effect
Target sequence (Q9NR56 whole entry, looked up): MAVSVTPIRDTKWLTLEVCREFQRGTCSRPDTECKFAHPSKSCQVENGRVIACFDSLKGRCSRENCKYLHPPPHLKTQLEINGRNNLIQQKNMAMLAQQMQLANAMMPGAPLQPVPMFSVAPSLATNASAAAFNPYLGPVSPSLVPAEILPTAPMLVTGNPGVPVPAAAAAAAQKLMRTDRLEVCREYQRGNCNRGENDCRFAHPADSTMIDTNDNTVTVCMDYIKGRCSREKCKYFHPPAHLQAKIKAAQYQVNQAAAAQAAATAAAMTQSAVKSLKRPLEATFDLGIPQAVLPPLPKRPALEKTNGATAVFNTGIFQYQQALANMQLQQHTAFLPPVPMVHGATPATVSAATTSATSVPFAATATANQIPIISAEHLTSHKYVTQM
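Ratiometric TR-FRET (665 over 545 nm, excitation 340 nm) tracks disruption of MBNL1-His/biotin-(CUG)12 complex after 60 min at room temperature, with compounds at 92 nM to 58 uM final.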
ELG1 genotox – qHTS screen for small molecules that induce genotoxicity in human embryonic kidney (HEK293T) cells expressing luciferase-tagged ELG1; HEK293T ELG1-luciferase reporter, luminescence, 16 h; Potency, µM (top dose mostly 46 µM), without a hit: at the top dose activity change, positive = activation, actives largely listed as activators; 330,000 compounds, 1.3% hits; AID 504466, 2011; also: % of control where 0% means no effect; nearly all actives have a fitted effect of over 60% in size
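16 hr compound incubation (37 °C, 5% CO2) of HEK293T cells carrying luciferase-tagged ELG1; luciferase then measured by ONE-Glo luminescence after 30 min at RT.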
Numbers without * were called inactive; ? = inconclusive; . = not tested or not shown; [ ] = another dose, or the depositor's remark. Unless noted, calls follow the shape of the dose curve; as a rule, active = well fitted curve in the direction sought with a large enough effect; inconclusive = small, poorly fitted or top-dose-only effect, or another doubt; inactive = no such curve, though single readings can be large; an effect the other way counts as inactive or inconclusive. Potency is read from the fitted curve at half-maximal effect.

Values run as follows: RORg inh	uPA generation	Gal4-VP16 FLuc	NPC1 promoter act	FLuc counter	Rab9 prom act	BRCA1 expr up	p53 reactivation	MBNL1 CUG block	ELG1 genotox
COc1cc(N=Nc2cccc(S(N)(=O)=O)c2)c2ccccc2c1N
  11µM*	-13%	-1%	10%	19µM*	-3%	-97%	-7%	?	?
CCN(c1ccccc1)S(=O)(=O)c1ccc(NC(=O)c2ccco2)cc1
  ?	47%[activator]	-15%	-2%	-1%	2%	-22%	3%	13%	-4%
COc1ccccc1NC(=O)CCC(=O)OCc1cccc([N+](=O)[O-])c1
  2%	4%	-3%	-1%	-2%	1%	4%	-1%	?	0%
O=C(NCc1ccccc1)c1ccc(N2C(=O)C3CCCCC3C2=O)cc1 (stereo not drawn)
  31%	4%	-5%	-1%	2%	-5%	-19%	5%	-11%	-1%
O=C(NC1CC2CCCC(C1)N2CC(=O)N1CCCc2ccccc21)C1CCCCC1 (stereo not drawn)
  10%	0%	-4%	-1%	1%	-1%	4%	-1%	4%	-4%
O=C(NCc1ccc(N2CCCC2=O)cc1)c1cccc(Cl)c1
  6%	5%	-5%	-2%	-2%	-28%	3%	1%	-5%	-1%
COc1ccc(/C=C/C(=O)NC2CCS(=O)(=O)C2)cc1 (stereo not drawn)
  .	1%	.	0%	-1%	-1%	-1%	1%	.	7%
N#Cc1nc(-c2ccc(F)cc2)oc1N1CCN(C(=O)c2ccco2)CC1
  25%	-8%	-13%	0%	1%	5%	-3%	18%	10%	1%
Cc1cc(C)nc(Sc2ccc(/C=C(\C#N)C(N)=O)o2)n1
  -12%	2%	2%	-1%	1%	1%	3%	2%	?	-4%
O=C(O)C1SCCN1S(=O)(=O)c1ccc2ccccc2c1 (stereo not drawn)
  -1%	1%	?	-4%	-1%	-2%	-4%	6%	9%	2%
OCCNc1ncnc2c1sc1nc(N3CCOCC3)c3c(c12)CCC3
  -3%	-1%	-12%	3%	-12%	-3%	-13%	-3%	.	-5%
O=C1N/C(=C/c2ccc(N3CCCC3)cc2)C(=O)N1c1ccccc1
  3%	-1%	-13%	23%	?	25%	63%	8%	?	14%
Fc1ccc(-c2nc3ccccn3c2NCc2ccc3c(c2)OCO3)cc1
  ?	0%	-22%	10%	?	14%	19%	-4%	13%	-8%
CC(C)Cn1c(-c2ccccc2F)n[nH]c1=S
  5.6µM*	0%	10µM*	0%	2%	-2%	0%	-1%	11%	-7%
COC(=O)c1cc(C(=O)Nc2cc(C)on2)cc([N+](=O)[O-])c1
  16%[1.91 µM]	1%	-3%	-1%	-2%	0%	-15%	?	12%	9%
Cc1ccc(NC(=S)NNC(=O)c2cccc([N+](=O)[O-])c2)cc1Cl
  ?	3%	-9%	1%	19µM*	-2%	-1%	13%	15%	-6%
Cc1ccc(/C=N/NC(=O)c2ccncc2)cc1
  -11%	0%	-11%	-1%	?	6%	3%	7%	9%	-5%
Cc1cc(-c2cc(C(=O)NCc3ccccc3)on2)nc(NC2CCCC2)n1
  -3%	10%	-4%	-3%	0%	-9%	0%	-2%	-2%	0%
CC1(C)CC(=O)C(C(=S)Nc2ccccc2)=C(NC2CC(C)(C)NC(C)(C)C2)C1
  10%	-3%	6%	-2%	4%	-4%	-20%	-3%	-1%	-5%
CC(C)(C)OC(=O)C[C@@H]1C/C=C\C[C@@H](CC(=O)N(CCO)Cc2ccccc2)C(=O)N2CCC[C@H]2COC1=O
  .	-3%	.	.	.	.	-5%	-6%	.	-4%
O=C(COC(=O)/C=C/c1ccc(C(F)(F)F)cc1)NC1CC1
  .	-2%	.	-1%	0%	-3%	-3%	7%	.	2%
O=C(NCCn1cccc1)c1cccc2ccccc12
  8%[0.365 µM]	6%	.	0%	3%	-6%	22%	-4%	8%	0%
Cc1ccc(P(=O)(OCCN2CCOCC2)C(C)(C)C)o1 (stereo not drawn)
  ?	6%	1%	-1%	1%	-5%	-5%	1%	0%	0%
COC(=O)N/N=C/c1ccc(-c2ccc(Cl)c(Cl)c2)o1
  ?	-5%	2%	2%	-23%	8%	59%	-20%	?	5%
Cc1cc(C)nc(SCC(=O)Nc2ncc(Cc3ccc(Cl)c(Cl)c3)s2)n1
  -33%	9%	-28%	-6%	-1%	-6%	-47%	-6%	-9%	5%
COC(=O)CN(n1cnnc1)S(=O)(=O)c1ccc(C)cc1
  9%	1%	10%	0%	0%[2.3 µM]	-1%	-5%	-1%	-6%	-1%
COC(=O)c1ccccc1NC(=O)Nc1cc(C(C)(C)C)on1
  3%	1%	-16%	2µM*	-9%	0.89µM*	?	?	2%	16µM*
CCOc1ccc(NC(=O)N2CCC(c3nc4ccccc4[nH]3)CC2)cc1
  2%	1%	2%	-4%	-10%	11%	-15%	2%	-7%	-3%
COC(=O)/C=C/C(=O)NCc1ccco1
  -22%	-4%	0%	4%	0%	-2%	7%	1%	-3%	0%
O=C(NC(CO)(CO)CO)[C@@H]1CCCN1S(=O)(=O)c1cccc2cccnc12
  .	7%	.	-2%	-8%	0%	5%	20%	.	5%
O=C(CCS(=O)(=O)Cc1ccccc1)NCc1ccco1
  -6%	8%	-6%	1%	2%	-3%	22%	8%	-6%	-6%
COc1cc(/C=C(\C#N)c2nc3ccccc3s2)ccc1OCC(=O)Nc1ccccc1
  0.13µM*	7%	-20%	-8%	-17%	-11%	-32%	-5%	45%[activator]	?
O=C(CSc1nc(N2CCOCC2)nc(N2CCOCC2)n1)Nc1ccccc1F
  -9%	2%	17%	0%	-2%	4%	-27%	-2%	-1%	0%
COc1ccccc1C(=O)COC(=O)CSCC(=O)Nc1cc(C)on1
  .	2%	.	5%	-3%	0%	-18%	-4%	.	2%
C=C(C)C1CC=C(C)/C(=N/NC(=O)CCCNc2cccc(C)c2)C1 (stereo not drawn)
  18%	5%	-1%	-1%	0%	3%	-20%	5%	12%	-8%
O=[N+]([O-])c1ccc(-n2cc(-c3ccccc3)nn2)cc1
  41%	?	?	21%	?	17%	?	10%	?	?
O=C(COC(=O)c1n[nH]c(=O)c2ccccc12)c1ccc(Br)cc1
  3%	-1%	-17%	-2%	?	-6%	0%	-1%	4%	1%
CC(=O)n1c(-c2ccccc2)c(CO)c2ccccc21
  18%	-21%	0%	-2%	4%	-1%	-2%	.	6%	-1%
COc1ccc2c(c1)CCCC21SC(NC(C)=O)=NN1C(C)=O (stereo not drawn)
  1%	5%	-4%	-1%	1%	-2%	0%	2%	5%	6%
Cc1ccc2c(c1)N(CC(=O)N1CCc3ccccc3C1)C(=O)CO2
  -1%[10 µM]	.	-5%	0%	9%	-5%	0%	-2%	-4%	2%
COc1ccc(/C(O)=C2\C(=O)C(=O)N(c3cc(C)on3)C2c2ccc(OC)c(OC)c2)cc1OC (stereo not drawn)
  -16%	1%	1%	1%	3%	-2%	4%	5%	?	3%
Cc1cc(Br)c(NC(=O)COC(=O)C2CCCCC2)c(Br)c1
  .	-3%	.	.	.	.	-5%	-2%	.	0%
COc1ccc(N(C(=O)C(C)C)S(=O)(=O)c2cccc([N+](=O)[O-])c2)cc1
  19%	-1%	2%[10 µM]	-3%	2%	0%	2%	1%	?	-6%
O=c1[nH]c(SCCOc2ccccc2F)nc2ccccc12
  0%	-2%	5%	12%	27µM*	18%	102%	10%	53%[activator]	8%
COc1ccccc1CN1C[C@@H]2C[C@@H](c3ccc(C)c(C)c3)N3CCC[C@@]23C1=O
  20%	1%	-7%	-12%	-4%	-15%	-20%	0%	7%	-2%
Cc1cccc(CC(C)NC(=O)c2cc(COc3ccc(F)cc3F)on2)n1 (stereo not drawn)
  28%	8%	-6%	16%	?	23%	?	19%	-10%	3%[9.26 µM]
O=C(NCCCNC(=O)c1ccc(-c2cc(Cl)ccc2Cl)o1)c1cnccn1
  -25%	5%	-6%	-2%	-8%	0%	14%	-10%	9%	-6%
COc1ccccc1CNS(=O)(=O)c1cccs1
  21%	14%	?	9%	-4%	0%	4%	?	0%	2%
CC1(C)Cc2cccc(OCC(=O)N3CCN(c4ccccc4)CC3)c2O1
  ?	-9%	12%	-1%	-1%	-4%	-18%	-15%	-7%	-3%
Cc1ccc(Nc2nnc(SCC(=O)NC3CCS(=O)(=O)C3)s2)c(C)c1 (stereo not drawn)
  7%	-1%	-14%	1%	?	0%	-27%	-1%	-3%	3%

Two compounds picked at random from the list so far, as already listed:
Values run as follows: RORg inh	uPA generation	Gal4-VP16 FLuc	NPC1 promoter act	FLuc counter	Rab9 prom act	BRCA1 expr up	p53 reactivation	MBNL1 CUG block	ELG1 genotox
O=C(NC(CO)(CO)CO)[C@@H]1CCCN1S(=O)(=O)c1cccc2cccnc12
  .	7%	.	-2%	-8%	0%	5%	20%	.	5%
COc1ccccc1C(=O)COC(=O)CSCC(=O)Nc1cc(C)on1
  .	2%	.	5%	-3%	0%	-18%	-4%	.	2%

Screens deposited in PubChem BioAssay by National Center for Advancing Translational Sciences (NCATS).
